# GLP1R cytotox: qHTS of GLP-1 Receptor Inverse Agonists: Cytotox Screen. HEK293 cAMP-luciferase reporter cells, luminescence, 24 h. Potency, µM (highest dose often 38.3 µM), for the others: at the top dose activity change, negative = inhibition, usual class: inhibitors. actives 0.13% (n = 410,000). AID 624418, 2012;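 also: loss of luciferase light is scored as toxicity; potency is read from the fitted curve at half-maximal effect; % is scaled to controls: 0 for no effect and ±100 for the full control effect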
#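 To flag toxic compounds, the library was rerun on cells for 24 hr at 37 deg C and 5% CO2. Viability-linked luminescence was captured 12 min after adding luciferase detection reagent.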
# FUS suppressor: qHTS for Suppressors of FUS Proteinopathy: Primary screen using FUS-linked yeast assay | Potency, µM (top dose mostly 76.6 µM), inactives show at the highest dose growth rescue (activation), most hits filed as activators | AID 1347120, 2019 | S. cerevisiae FUS-expressing, growth rescue, OD600, 24 h | actives 0.24% (n = 390,000);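 also: potency is read from the fitted curve at half-maximal effect; plate controls were DMSO vehicle for no effect and reference control for full effect; nearly all actives have a fitted effect of over 55% in size; some results filed as inactive show a strong effect at the top dose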
#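 Absorbance at 600 nm, taken 24hr after compound addition, measured rescue of FUS-yeast growth at 30C. Induction used 2% galactose with seeding at OD 0.005. Controls: CP55940 from 92uM final, DMSO only.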
# MmCpn inh: Inhibitors of TCP-1 ring complex (TRiC) of Methanococcus maripaludis (MmCpn): qHTS | Chaperonin Mm-Cpn (Methanococcus maripaludis) | purified Mm-Cpn ATPase, ADP Transcreener TR-FRET | Potency, µM (highest dose often 76.9 µM), without a hit: top-dose activity, negative = inhibition, most hits filed as inhibitors | actives 0.031% (n = 330,000) | AID 504842, 2011; also: potency is read from the fitted curve at half-maximal effect; % is scaled to controls: 0 for no effect and ±100 for the full control effect; nearly all actives have a fitted effect of over 80% in size
#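 Measured: ADP formation by purified Mm-CPN. Conditions: 25 nM protein, 10 uM ATP, Tris pH 7.4 with Mg2+, K+ and DTT, 37°C for 30 min. Detection: Transcreener HTRF after 30 min at room temperature.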
# PTHR1 agonist: qHTS for PTHR1 Agonists: Primary Screen; actives 0.075% (n = 410,000); HEK293 GP2 PTHR1 cells, GloSensor cAMP luminescence, 1 h; AID 743266, 2014; Potency, µM (series often up to 115 µM), inactives show top-dose activation, most hits filed as activators; also: potency is read from the fitted curve at half-maximal effect; nearly all actives have a fitted effect of over 55% in size; some results filed as inactive show a strong effect at the top dose; inactives centre near -15; many of its hits are not listed in these tables
# Target sequence (Q03431 whole entry, looked up): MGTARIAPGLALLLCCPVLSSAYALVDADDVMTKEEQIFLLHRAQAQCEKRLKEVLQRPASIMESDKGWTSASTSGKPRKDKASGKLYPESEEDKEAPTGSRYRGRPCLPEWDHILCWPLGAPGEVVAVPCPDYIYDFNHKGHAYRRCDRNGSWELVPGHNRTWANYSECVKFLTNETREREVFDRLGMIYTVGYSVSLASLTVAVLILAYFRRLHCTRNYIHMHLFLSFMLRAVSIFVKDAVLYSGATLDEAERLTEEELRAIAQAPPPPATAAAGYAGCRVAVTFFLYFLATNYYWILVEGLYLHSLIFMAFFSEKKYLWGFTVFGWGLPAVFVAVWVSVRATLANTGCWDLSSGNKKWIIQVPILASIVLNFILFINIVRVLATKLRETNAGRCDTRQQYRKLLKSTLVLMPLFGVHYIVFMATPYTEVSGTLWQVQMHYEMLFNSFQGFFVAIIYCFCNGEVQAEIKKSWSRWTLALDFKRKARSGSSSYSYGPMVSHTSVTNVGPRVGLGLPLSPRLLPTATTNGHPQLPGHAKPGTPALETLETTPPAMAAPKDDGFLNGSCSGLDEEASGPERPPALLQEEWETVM
#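 HEK-293-derived GP2 cells expressing PTHR1 and a GloSensor cAMP reporter, 3,000/well, plated overnight, given luciferin plus IBMX (each 0.5 mM as added) for 1 h at 37 °C, then compound for 1 h at 37 °C. Luminescence was read after 15 min at room temperature.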
# GLP1R inv ag: qHTS of GLP-1 Receptor Inverse Agonists (Inhibition Mode). Glucagon-like peptide 1 receptor (Homo sapiens), P43220. HEK293 GLP-1R CRE-luciferase, luminescence, 24 h; GLP-1R form is constitutively active. Potency, µM (highest dose often 38.3 µM), inactives show top-dose activity change, negative = inhibition, usual class: inhibitors. actives 1.6% (n = 410,000). AID 624417, 2012; also: potency is read from the fitted curve at half-maximal effect; % is scaled to controls: 0 for no effect and ±100 for the full control effect; nearly all actives have a fitted effect of over 55% in size
# Target sequence (P43220 whole entry, looked up): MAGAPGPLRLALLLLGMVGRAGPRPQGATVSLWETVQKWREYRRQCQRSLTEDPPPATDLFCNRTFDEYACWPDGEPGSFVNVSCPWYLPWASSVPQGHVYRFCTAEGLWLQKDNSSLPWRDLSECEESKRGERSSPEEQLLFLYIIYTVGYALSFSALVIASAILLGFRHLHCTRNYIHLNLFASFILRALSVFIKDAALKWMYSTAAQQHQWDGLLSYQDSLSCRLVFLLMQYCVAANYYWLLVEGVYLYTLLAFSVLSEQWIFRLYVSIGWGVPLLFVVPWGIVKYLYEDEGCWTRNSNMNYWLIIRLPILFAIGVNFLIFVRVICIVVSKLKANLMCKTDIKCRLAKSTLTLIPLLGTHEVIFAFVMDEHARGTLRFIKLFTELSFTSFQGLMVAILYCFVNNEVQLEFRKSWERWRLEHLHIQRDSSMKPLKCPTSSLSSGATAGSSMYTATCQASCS
#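 Inverse agonism was detected as reduced cAMP-driven luciferase luminescence after 24 h compound treatment. The cells were HEK293 clones expressing constitutively active human GLP-1R with the reporter. Reporter-only and GPR119 cell lines served as counterscreen controls.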
# Abeta rescue: qHTS for compounds that reverse cellular toxicity of Amyloid beta (A-beta) peptide in yeast: Primary Screen; actives 0.063% (n = 410,000); AID 1347071, 2019; yeast expressing A-beta42, growth rescue, OD600, 48 h; response scale: 0% DMSO, 100% iron-clioquinol control; Potency, µM (titrated, usually from 46.1 µM), for inactives: at the highest dose growth rescue, most hits filed as activators; also: potency is read from the fitted curve at half-maximal effect; nearly all actives have a fitted effect of over 55% in size
#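 Yeast growth medium received pinned compounds, then yeast cells expressing toxic A-beta were added; plates incubated at 30 C for 48 hr. Growth read as absorbance at 600 nm, normalized to DMSO and equimolar FeCl3 plus clioquinol controls.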
# TDP-43 yeast inh: qHTS of TDP-43 Inhibitors; actives 1.8% (n = 410,000); TDP-43 expressing yeast growth rescue, BacTiter-Glo, 24 h; Potency, µM (series often up to 46.1 µM), inactives show at the top dose growth rescue (activation), most hits filed as activators; AID 652104, 2013; also: potency is read from the fitted curve at half-maximal effect; % of control where 0% means no effect; nearly all actives have a fitted effect of over 50% in size
#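 Yeast cells expressing TDP-43 under galactose induction are exposed to compounds for 24 hr at 30 deg C. BacTiter-Glo luminescence measures growth, so protective compounds score as activators.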
# aSyn rescue: qHTS of alpha-syn Inhibitors. Yeast expressing alpha-synuclein, growth rescue, BacTiter-Glo, 24 h. Potency, µM (top dose mostly 46.1 µM), without a hit: at the top dose growth rescue (activation), actives largely listed as activators. actives 0.14% (n = 370,000). AID 652106, 2013; also: potency is read from the fitted curve at half-maximal effect; % of control where 0% means no effect; nearly all actives have a fitted effect of over 65% in size
#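 Galactose-induced alpha-syn yeast (OD600=0.02, raffinose-pregrown) + pinned cpd, 24 hr, 30 deg C; growth by BacTiter-Glo luminescence. Growth restoration scores as activation.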
# Akt phos inh: HTS Assay for Inhibitors of Akt Phophorylation: Primary Screen; activity change, % for hits at 50 µM; actives 0.32% (n = 360,000); Neuro2A IGF-stimulated pAkt S473 HTRF, 20 min; hits give low values; AID 651550, 2012; in the data active = activity change below about -80%; inconclusive = mostly about -51% to -80%; also: % is scaled to controls: 0 for no effect and ±100 for the full control effect
#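 Neuro2A cells in DMEM with 0.5% FBS, overnight at 37 deg C, given compound at single 50 µM final, then IGF (6 nM final) for 20 min at 37 deg C. Lysed; phospho-Akt Ser473 by HTRF after 24 h, 665/615 ratio.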
# * marks the source's active call; other numbers are inactive results; i = inactive; ? = inconclusive; · = no result given; [ ] = another dose, or the depositor's remark. Unless noted, calls follow the shape of the dose curve; as a rule, active = well fitted curve in the direction sought with a large enough effect; inconclusive = small, poorly fitted or top-dose-only effect, or another doubt; inactive = no such curve, though single readings can be large; an effect the other way counts as inactive or inconclusive.
# Value order: GLP1R cytotox	FUS suppressor	MmCpn inh	PTHR1 agonist	GLP1R inv ag	Abeta rescue	TDP-43 yeast inh	aSyn rescue	Akt phos inh
COn1c(=O)c(=O)n(OC)c2ccccc21
→ -5%	5%	1%	-52%[inhibitor][57.5 µM]	-1%	-4%	-13%	-2%	i
COC(=O)CCC/C=C1/SCC(NC(=O)c2ccccc2)C1O (configuration not stated)
→ 11%	32%	·	i	0%	6%	-9%	9%	i
CC1=C(C(=O)NCc2ccc(Cl)cc2)C2(CCCCCC2)OC1=O
→ 4%	27%	·	?	?	0%	14%	·	·
Fc1ccccc1-c1nc2c(s1)CCc1onc(-c3ccc(Br)cc3)c1-2
→ 2%	-18%	·	i	11%	4%	16%	-9%	i
CCc1ccccc1N(CC(=O)N/N=C/c1ccc(OC(=O)OC)c(OC)c1)S(C)(=O)=O
→ -6%	19%	-1%	-26%	9%	6%	-3%	-1%	i
COC(=O)C1=C(C)N(CCc2ccccc2)C(=O)/C1=C\c1ccco1
→ -8%	·	-2%	-5%	-33%	-3%	15%	10%	i
CCCN1C(=O)c2ccc(C(=O)Nc3cc(C)ccc3O)cc2C1=O
→ 9%	6%	-2%	-1%	32%	-37%[inhibitor]	-23%	-25%	i
COc1ccc(C2Oc3nc(SC)nnc3-c3ccccc3N2C(C)=O)cc1 (configuration not stated)
→ 2%	40%	·	23%	-17%	-17%	-4%	·	·
O=C(O)C1CCN(C(=O)COc2ccc3c(c2)oc(=O)c2ccccc23)CC1
→ -5%	7%	0%	-4%	9%	12%	22%	4%	i
O=C(CCS(=O)(=O)c1ccccc1)N(CCCN1CCOCC1)c1nc2ccccc2s1
→ ?	4%	-3%	-4%	?	1%	18%	8%	i
COC(=O)C(C)Sc1nc2c(c(=O)[nH]c(=O)n2C)n1CCCc1ccccc1 (configuration not stated)
→ 0%	21%	3%	i	8%	4%	-1%	8%	i
COc1ccccc1N1CCN(C(=O)CSc2nnc(-c3ccoc3C)o2)CC1
→ -21%	23%	0%	-12%[57.5 µM]	?	13%	?	6%	i
Cc1cc2nnc(SCC(=O)Nc3cc(S(=O)(=O)N4CCOCC4)ccc3Cl)n2c2ccccc12
→ -11%	?	-5%	i	35%[activator]	11%	24%	4%	i
N#Cc1ccccc1OCC(=O)NCC1(N2CCCCC2)CCCCC1
→ -5%	15%	0%	i	13%	0%	-9%	-14%	i
COc1cc(C=NNc2nc3c([nH]2)c(=O)n(C)c(=O)n3C)ccc1O
→ 2%	-4%	·	i	28%	-10%	-11%	-2%	i
CN(C)S(=O)(=O)c1ccc(C(=O)NNC(=O)C23CC4CC(CC(C4)C2)C3)cc1
→ -8%	·	0%	-21%	5%	14%	0%	-5%	i
O=[N+]([O-])c1cccc(-c2cc3ccccc3[nH]2)c1
→ -7%	-8%	2%	-37%	?	26%	?	-4%	i
Cc1cccc(-c2nc(C)c(CCNC(=O)C(=O)Nc3ccc(C)c(C)c3)s2)c1
→ -3%	-21%	·	i	4%	-14%	12%	4%	·
CN(C)S(=O)(=O)c1cccc(C(=O)OCC(=O)NC2CCCc3ccccc32)c1 (configuration not stated)
→ -7%	12%	0%	-4%	6%	-2%	-8%	1%	i
CN(C(=O)Cc1c(C(=O)O)n(C)c2ccccc12)c1ccc(F)cc1
→ -1%[7.66 µM]	-3%	-1%	i	-12%[7.66 µM]	-10%	-15%[9.22 µM]	1%	i
CC[N+]1=C(C)C(C)(C)c2cc(C)ccc21
→ 38%[activator]	21%	0%	-29%	?	-9%	3%	6%	i
Cc1onc(-c2ccccc2)c1C(=O)Nc1ccc(Cl)c(S(=O)(=O)N2CCOCC2)c1
→ -8%	-4%	1%	i	-29%	-5%	13%	-7%	i
COc1ccc(Cl)cc1-c1nc(SCC(N)=O)n[nH]1
→ -10%	1%	-3%	i	10%	-18%	6%	0%	i
CCn1ncc(Br)c1C(=O)N(C)C12CC3CC(CC(C3)C1)C2
→ -6%	18%	1%	-62%[inhibitor][57.5 µM]	?	-29%	?	-1%	i
CN1CCN(CC(=O)Nc2c(C(=O)c3ccccc3)oc3ccccc23)CC1
→ -9%	3%	-1%	i	?	-15%	1%	2%	i
COCc1c(C(=O)N/N=C/c2ccc(C)o2)nnn1-c1nonc1N
→ -9%	25%	0%	i	4%	-8%	-11%	2%	i
COc1ccc(NS(=O)(=O)c2ccc3oc(=O)ccc3c2)cc1
→ 4%	-9%	2%	-50%[inhibitor]	2%	5%	8%	6%	i
CN1OC[C@@H]2CN(C(=O)CCc3ccccc3)[C@H](c3ccccc3Br)C[C@@H]21
→ -4%	-5%	·	-22%	10%	13%	0%	2%	i
CCN(CC(=O)NC1CCS(=O)(=O)C1)S(=O)(=O)c1ccc(C)c(C)c1 (configuration not stated)
→ 8%	28%	1%	-11%	9%	0%	-14%	-6%	i
O=C(CN1C(=O)NC2(CCCC2)C1=O)N1CCCSC1=Nc1ccccc1
→ -7%	-19%	0%	i	-15%	8%	20%	5%	i
CCC1(c2ccc(F)cc2)NC(=O)N(CC(=O)c2ccc[nH]2)C1=O (configuration not stated)
→ -9%	34%	-4%	i	?	-11%	-5%	1%	i
Cc1ccc(Cl)cc1N1CCN(C(=O)c2cn(CC(C)C)c(=O)c3c2c2ccccc2n3C)CC1
→ -8%	-7%	·	i	13%	4%	17%	·	·
COc1cc(NC(=O)Cn2nnc(-c3ccc(C(F)(F)F)cc3)n2)c(C(=O)O)cc1OC
→ 4%	-13%	·	-17%	6%	-1%	0%[9.22 µM]	·	·
Cc1ccc(CNC(=O)c2cc(-c3ccccc3C)n(CC3CC(c4cccc([N+](=O)[O-])c4)=NO3)n2)cc1 (configuration not stated)
→ -9%	10%	1%	i	-30%	5%	17%	1%	i
CC(=O)c1ccc(Nc2nc(C(C)N)cs2)cc1 (configuration not stated)
→ -3%	-16%	·	-18%	-5%	-11%	7%	2%	i
c1ccc(OCCNc2nc(NCC3CC3)nc3ccsc23)cc1
→ -10%	-5%	·	-44%[inhibitor]	8.9µM*	-2%	30%	-9%	i
CCCCOc1ccc(C(=O)N/C(=C\c2ccc(Br)cc2)C(=O)NC2CCCCC2)cc1
→ 15%	-8%	·	-1%	4%	-4%	8%	·	·
COc1ccc(NC(=O)CN2C(=O)C(C)SC(C)C2=O)c(OC)c1 (configuration not stated)
→ 5%	-4%	-1%	i	18%	1%	1%	-6%	i
CCOC(=O)C1=CN(Cc2cccc(F)c2)S(=O)(=O)N(CC)C1c1ccc(Br)cc1F (configuration not stated)
→ 2%	-9%	0%	-8%	?	9%	3%	-4%	i
Cc1cc(C(=O)COc2ccc(C#N)cc2)c(C)n1-c1ccc2c(c1)OCO2
→ -5%	12%	1%	i	0%	-12%	-1%	-7%	i
NC(=O)C1CCCN(S(=O)(=O)c2ccc(Br)cc2)C1 (configuration not stated)
→ -1%	-38%	·	i	3%	11%	10%	-2%	i
Cc1ccc(N2C(=O)CC(Sc3nc(-c4ccccc4)c4cc(Cl)ccc4n3)C2=O)c(C)c1 (configuration not stated)
→ 9%	·	-1%	i	4%	-3%	1%	-8%	i
Cc1ccc(NC(=O)CN(C)S(=O)(=O)c2ccc(Cl)s2)c(O)c1
→ 0%	-7%	-2%	i	5%	-17%	10%	-1%	i
CCc1ccc(NC(=O)CSc2nc(=O)n(Cc3ccccn3)c3c2CCC3)cc1
→ 3%	37%	·	-17%	17%	-7%	0%	·	·
CC(C)COC(=O)Nc1nnc(Cc2ccccc2)s1
→ -21%[7.66 µM]	9%	0%	i	-13%[7.66 µM]	11%	22%[9.22 µM]	16%	i
Cc1c(-c2nc(-c3ccc4c(c3)OCO4)no2)nnn1-c1cccc(C(F)(F)F)c1
→ -9%	-25%	·	-24%	5%	-3%	29%	·	·
Cc1cc(C(=O)N/N=C/c2ccc(N3CCOCC3)cc2)c(C)o1
→ -2%	19%	0%	-20%	8%	-10%	15%	-11%	i
Fc1ccc(C2=CC(c3cccs3)n3nnnc3N2)cc1 (configuration not stated)
→ -7%	-2%	0%	-5%	10%	15%	10%	-7%	i
O=C(COC(=O)c1ccc2c(c1)OCCO2)NC1CCCCC1
→ -19%	·	-2%	-10%	-10%	5%	12%	-1%	i
Cc1ccc2[nH]cc(C(=O)CN3CCN(c4ccccn4)CC3)c2c1
→ -5%	23%	?	i	?	18%	16%	0%	i
Cc1onc(-c2c(Cl)cccc2Cl)c1C(=O)O/N=C(\C#N)c1ccccc1
→ -5%	25%	1%	i	6%	-3%	-1%	-1%	i
O=C(c1ccco1)N1CCN(c2ccccc2F)CC1
→ 6%	-8%	4%	-5%[57.5 µM]	8%	0%	26%	0%	-117%*

# Screening results: PubChem, National Center for Advancing Translational Sciences (NCATS)

# An excerpt; rates above refer to the full screens.
